Source: PubChem BioAssay
Pf growth 96h = P. falciparum growth inhibition at 96 hour, primary screen for plastid delayed-death inhibitors; AID 504834; P. falciparum luciferase reporter growth, 96 h; actives 6.9% (n = 320,000); Potency, µM (series often up to 28.7 µM), for the others: top-dose activity change, negative = inhibition, most hits filed as inhibitors
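Parasite growth measured via integrated firefly luciferase reporter in P. falciparum. Infected erythrocytes at 2% hematocrit, 0.05% parasitemia final were treated 96 hours at 37 C under 5% CO2, and luminescence was read.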
LmPK inhibitor = LmPK (Leishmania mexicana) enzyme inhibition | AID 1721 | purified LmPK, Kinase-Glo ATP luminescence, 1 h | actives 0.37% (n = 290,000) | Q27686 | Potency, µM (highest dose often 57.5 µM), without a hit: at the top dose activity change, negative = inhibition, hits mostly inhibitors
Target sequence (Q27686 whole entry, looked up): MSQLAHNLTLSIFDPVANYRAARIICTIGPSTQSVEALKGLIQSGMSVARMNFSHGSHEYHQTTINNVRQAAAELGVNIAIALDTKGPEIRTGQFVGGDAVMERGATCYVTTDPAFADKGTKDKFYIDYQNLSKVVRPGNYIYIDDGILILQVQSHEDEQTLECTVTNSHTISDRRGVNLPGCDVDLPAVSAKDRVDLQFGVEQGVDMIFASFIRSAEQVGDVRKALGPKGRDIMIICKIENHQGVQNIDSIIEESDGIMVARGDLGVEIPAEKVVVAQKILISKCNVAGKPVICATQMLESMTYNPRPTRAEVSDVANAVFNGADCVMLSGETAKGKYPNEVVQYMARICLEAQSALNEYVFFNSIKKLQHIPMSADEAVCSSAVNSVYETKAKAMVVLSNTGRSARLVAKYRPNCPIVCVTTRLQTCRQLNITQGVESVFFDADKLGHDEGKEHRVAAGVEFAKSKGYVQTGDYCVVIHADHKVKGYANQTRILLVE
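Kinase-Glo luminescence read after 1 h RT reaction of 0.1 nM LmPK with 0.5 mM PEP and 0.1 mM ADP. Activity scaled between uninhibited and enzyme-free controls.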
Sm TGR inh = inhibitors of Schistosoma mansoni thioredoxin glutathione reductase | Q962Y6 | purified TGR, DTNB reduction, TNB absorbance 405 nm | Potency, µM (highest dose often 114 µM), inactives show at the highest dose activity change, negative = inhibition, actives largely listed as inhibitors | actives 3% (n = 360,000); note: nearly all actives have a fitted effect of over 60% in size
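First, TGR (20 nM dispensed) and NADPH were mixed with compound. Second, a 15 min room-temperature incubation followed. Third, further NADPH and then DTNB were added to start the reaction. Finally, TNB absorbance was monitored kinetically.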
Pf growth 48h = inhibits P. falciparum growth in the first generation, 48 h. P. falciparum luciferase growth in erythrocytes, 48 h. Potency, µM (titrated, usually from 28.7 µM), inactives show at the top dose activity change, negative = inhibition, actives largely listed as inhibitors. actives 5.9% (n = 310,000). AID 504832
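Compounds are pin-transferred into medium, infected erythrocytes (2% hematocrit, 0.1% parasitemia final) are added, and plates sit one parasite generation at 37 C in 5% CO2. Detection reagent is then added and luminescence measured.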
HCV inh = blocks hepatitis C virus; Potency, µM (highest dose often 41.8 µM), inactives show top-dose activity change, negative = inhibition, usual class: inhibitors; actives 3.4% (n = 340,000); AID 651820; Huh7.5.1 HCVcc-Cre infection, luciferase reporter, 44 h
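Infectious HCV cell culture screen: compound-treated cells (1,000/well, pre-plated 4 h) are infected with HCVcc-Cre at roughly 0.5 moi and grown 44 h. Infection is quantified by luciferase signal after 15 min substrate incubation at room temperature.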
TbPYK inhibitor = inhibitors of Trypanosoma brucei pyruvate kinase; TbPYK enzyme, Kinase-Glo Plus ATP luminescence, 45 min; Potency, µM (series often up to 76.8 µM), without a hit: at the highest dose activity, negative = inhibition, most hits filed as inhibitors; AID 624173; actives 0.12% (n = 410,000); note: nearly all actives have a fitted effect of over 50% in size
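Quantitative HTS: titrated library compounds versus trypanosomal pyruvate kinase in TEA buffer (pH 7.2) containing KCl, MgCl2, BSA and Tween-20. Reactions were initiated with ADP, 130 uM final. Kinase-Glo Plus luminescence was read after 45 min at RT.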
* marks the source's active call; other numbers are inactive results; ? = inconclusive; / = not tested or not shown; [ ] = remark or other dose. Calls come from the whole dose curve; as a rule, active = well fitted curve in the direction sought with a large enough effect; inconclusive = small, poorly fitted or top-dose-only effect, or another doubt; inactive = no such curve, though single readings can be large; an effect the other way counts as inactive or inconclusive. % is set by controls: 0 for no effect and ±100 for the full control effect; potency is the fitted concentration of half-maximal effect.

SMILES | Pf growth 96h | LmPK inhibitor | Sm TGR inh | Pf growth 48h | HCV inh | TbPYK inhibitor
COc1cc(C(=O)NCCSc2ccccc2)cc(OC)c1OC | 10µM* | 0% | 5% | -9% | -17% | -3%
CSc1nc(C)cc(Oc2ccc(OCCOc3ccccc3)nn2)n1 | -14% | 2% | -2% | 9% | -5% | 3%
CN(C)C1CCN(C(=O)c2cccc(OC3CCN(S(=O)(=O)N(C)C)CC3)c2)C1 (stereo unspecified) | ? | 0% | ? | 4% | / | -6%
Cc1csc(NC(=O)CSc2ccc(-c3ccccn3)nn2)n1 | ? | 7% | 1% | -17% | -17% | -3%
COc1ccc2c(c1)c(=O)c(C(=O)c1ccccc1)cn2Cc1ccc(C)cc1 | ? | 7% | 0% | ? | ? | 1%
O=C(/C=C/c1ccccc1)NC(NC(=S)Nc1ccc(Cl)cc1)C(Cl)(Cl)Cl (stereo unspecified) | 1% | 3% | -1% | 6.6µM* | ? | -6%
O=C(Nc1ccccc1)C1CCCN1C(=O)NCc1ccccc1 (stereo unspecified) | 30%[activator] | -4% | -7%[57.1 µM] | -2% | 24% | -6%
N#Cc1nccnc1N1CCN(C(=O)Nc2ccccc2)CC1 | -14% | -4% | -5% | 2% | 2% | 0%
Cc1ccc(/C=N/n2c(-c3cccc(Cl)c3)n[nH]c2=S)o1 | 17% | 1% | -2% | 55%[activator] | 10% | ?
CCN(CC)CCCNC(=O)c1cc(Nc2ccc(OC)cc2)nc2ccccc12 | 3% | 3% | -16% | ? | ? | 0%
Cc1ccc(C(=O)/C=C2/NC(=O)CS2)cc1 | 184%[activator] | -10% | -10% | 185%[activator] | -1% | -2%
CC(C)C[C@@H](COc1ccccc1)N1CCN(CC(C)C)CCC1=O | 12µM* | 1% | -4% | ? | 21% | -6%
COC(=O)c1ccc2nc(-c3ccc4c(c3)OCO4)cn2c1 | 205%[activator] | ? | 7% | 110%[activator] | 1% | -12%
Cc1ccc(CNC(=O)C2CCC(=O)N2C2CCCCC2)cc1 (stereo unspecified) | / | -4% | 8% | 1% | 16% | 1%
O=C(CCNS(=O)(=O)c1ccc(Br)cc1)Nc1cccc(F)c1 | 27% | 7% | -3% | 19% | 0% | 1%
COc1ccc(CCNC(=O)c2ccc(S(=O)(=O)N(C)c3ccccc3)cc2)cc1OC | ? | -1% | 3% | ? | ? | -5%
COc1cc(NC(=O)CCN2CC(C)OC(C)C2)cc(OC)c1 (stereo unspecified) | -22% | -2% | 6% | -10% | -7% | -3%
N#CCc1nn(-c2ccc(Cl)cc2)c(N)c1C#N | 13µM* | 0% | 0% | -6% | 10% | -9%
COc1ccc(Nc2nnc(SCC(=O)NC3CCS(=O)(=O)C3)s2)cc1 (stereo unspecified) | ? | / | -14% | -20% | 20% | -9%
OCC12COC3c4ccccc4C(OC1)N32 (stereo unspecified) | ? | -2% | -3% | 12% | 11% | 6%
Cc1noc(/C=C/N(C)C)c1S(=O)(=O)N1CCCC(C(=O)NC2CCCCC2)C1 (stereo unspecified) | 37%[activator] | -1% | 13% | ? | -5% | -1%
O=C(NC1CCCC1)C(c1ccccc1)N(C(=O)c1csnn1)C1CCCC1 (stereo unspecified) | 8% | -1% | -7% | -18% | -12% | -6%
CCc1ccccc1N(CC(=O)NC(C)c1ccccc1)S(C)(=O)=O (stereo unspecified) | -3% | -4% | 3% | -9% | 18% | 0%
Cc1ccc(NC(=O)NCCN2CCCCC2)cc1C | 17µM* | 3% | 5% | 2% | 18% | -1%
C/C(=N\NC(=O)c1cc2ccccc2cc1O)c1ccccn1 | 10% | -25% | -7% | 3.7µM* | 3.2µM* | -20%
O=C(O)CCCCCNc1nc(-c2ccccc2)nc2ccccc12 | -29% | -3% | -1% | -22% | -2% | -1%
COc1ccc(CN(C)C(=O)CNC(=O)Cc2cccc3ccccc23)c(OC)c1OC | -16% | -11% | -19% | 14% | ? | 0%
C=CCc1cccc2cc(C(=O)Nc3cccc(C(=O)O)c3)c(=O)oc12 | 47%[activator] | -5% | 3% | ? | -3% | 0%
COc1cccc(C2=NN(C(=O)c3cccs3)C(O)(C(F)(F)F)C2)c1 (stereo unspecified) | -10% | 2% | -3% | 3.7µM* | ? | 3%
O=C(COC(=O)/C=C/c1cccc(C(F)(F)F)c1)Nc1ccc(Cl)cn1 | 55%[activator] | / | 5% | -3% | 4% | -17%
Nc1ccc2oc(CCc3ccccc3)nc2c1 | 44%[activator] | -7% | -13% | 73%[activator] | -27% | 0%
CCc1c(O)cc2n(c1=O)-c1ccc(Cl)cc1C2(C)C | -27% | 4% | 0% | 12µM* | 3% | 4%
Cc1nc2sccn2c(=O)c1S(=O)(=O)N1CCN(c2ccccc2)CC1 | 14% | -1% | -14% | -8% | 22% | -1%
COc1ccccc1OCCNC(=O)CSC(=S)N1CCCC1 | -17% | / | 1% | 6% | 42%[activator] | -6%
CC(=O)O[C@]1(C(C)=O)CCC2C3C=C(C)C4=CC(=O)CC[C@]4(C)C3CC[C@@]21C (stereo partly specified) | ? | 4% | -5% | ? | ? | -6%
CN(C)S(=O)(=O)c1ccc(C(=O)Nc2ccccc2[N+](=O)[O-])cc1 | 0% | 4% | -11% | 29% | 2% | -12%
Cc1nc(OCc2c(C)noc2C)c2ccccc2n1 | 3% | 2% | -6% | -20% | 13% | -8%
COc1ccc(-c2nc(CSCC(=O)NCc3ccc4c(c3)OCO4)c(C)o2)cc1 | 5.9µM* | -2% | -21% | / | 7% | 2%
Cc1ccc(S(=O)(=O)NN=C2C3CC4CC(C3)CC2C4)cc1[N+](=O)[O-] | 1% | 1% | 0% | -8% | 6% | -14%
O=[N+]([O-])c1ccc(S(=O)(=O)N2CCN(c3ccc(N4CCOCC4)nn3)CC2)cc1 | ? | / | -1% | ? | -11% | 4%
COc1ccc(C(CNc2nc(-c3cccnc3)nc3ccccc23)N(C)C)cc1 (stereo unspecified) | ? | -1% | -11% | ? | ? | -15%
Cc1cccc(CCNC(=O)C2CCN(S(=O)(=O)N3CCOCC3)CC2)c1 | 32%[activator] | 1% | -2% | 10% | ? | -2%
CC(=O)c1ccccc1NC(=O)C1CCCN(C(=O)c2ccc(Cl)cc2)C1 (stereo unspecified) | -3% | / | 7% | -22% | 20% | -2%
Cn1nnnc1SCc1ccc(CSc2nnnn2C)cc1 | -17% | 0% | / | -3% | 22% | 1%
O=C(Nc1ccc(Oc2cccnc2)cc1)c1cccc([N+](=O)[O-])c1 | -4% | -11% | -2% | 59%[activator] | ? | 1%

10 structures out of the list, arranged by heavy-atom count, highest first:
SMILES | Pf growth 96h | LmPK inhibitor | Sm TGR inh | Pf growth 48h | HCV inh | TbPYK inhibitor
COc1ccc(-c2nc(CSCC(=O)NCc3ccc4c(c3)OCO4)c(C)o2)cc1 | 5.9µM* | -2% | -21% | / | 7% | 2%
CC(=O)O[C@]1(C(C)=O)CCC2C3C=C(C)C4=CC(=O)CC[C@]4(C)C3CC[C@@]21C (stereo partly specified) | ? | 4% | -5% | ? | ? | -6%
Cc1cccc(CCNC(=O)C2CCN(S(=O)(=O)N3CCOCC3)CC2)c1 | 32%[activator] | 1% | -2% | 10% | ? | -2%
Cc1nc2sccn2c(=O)c1S(=O)(=O)N1CCN(c2ccccc2)CC1 | 14% | -1% | -14% | -8% | 22% | -1%
O=C(Nc1ccc(Oc2cccnc2)cc1)c1cccc([N+](=O)[O-])c1 | -4% | -11% | -2% | 59%[activator] | ? | 1%
CN(C)S(=O)(=O)c1ccc(C(=O)Nc2ccccc2[N+](=O)[O-])cc1 | 0% | 4% | -11% | 29% | 2% | -12%
COc1ccccc1OCCNC(=O)CSC(=S)N1CCCC1 | -17% | / | 1% | 6% | 42%[activator] | -6%
Cn1nnnc1SCc1ccc(CSc2nnnn2C)cc1 | -17% | 0% | / | -3% | 22% | 1%
Cc1nc(OCc2c(C)noc2C)c2ccccc2n1 | 3% | 2% | -6% | -20% | 13% | -8%
Nc1ccc2oc(CCc3ccccc3)nc2c1 | 44%[activator] | -7% | -13% | 73%[activator] | -27% | 0%

Next entries
SMILES | Pf growth 96h | LmPK inhibitor | Sm TGR inh | Pf growth 48h | HCV inh | TbPYK inhibitor
COc1ccc(S(=O)(=O)N2CCC(C(=O)NCc3ccco3)CC2)cc1C | 5.2µM* | 1% | -9% | ? | 2% | -9%
COc1ccc(OC)c(-c2cc(C(=O)N3CCc4ccccc4C3)no2)c1 | 9.3µM* | 2% | -28% | 22% | 6% | -7%
O=C(CCC(=O)Nc1ccccc1)NNS(=O)(=O)c1ccccc1[N+](=O)[O-] | -25% | 1% | -18% | 0% | 7% | 2%
Cc1cc(C)c(S(=O)(=O)N2CCOC2CNC(=O)C(=O)NCCCN2CCCC2=O)c(C)c1 (stereo unspecified) | 5% | -3% | 0% | -4% | 18% | -16%
CCc1nnc(NC(=O)C2Cc3ccccc3CN2S(=O)(=O)c2ccc(C)cc2)s1 (stereo unspecified) | ? | 2% | -32% | -19% | -16% | -3%
COc1ccccc1/C=C/CN1CCOCC1 | 2% | -11% | -14% | 10% | 0% | 8%
O=C(CSc1ccccc1C(=O)O)NCc1ccccc1 | 0% | 3% | 2% | 24% | 26% | 5%
Cc1[nH]n(-c2ccccc2)c(=O)c1/C=N/N1C(=O)c2ccc3c4c(ccc(c24)C1=O)CC3 | -27% | -3% | 7% | -4% | ? | 0%
CC(C)CC1=NN(C(=O)c2cccnc2)C(O)(C(F)(F)F)C1 (stereo unspecified) | -5% | -6% | -9% | 15% | 13% | 0%
COc1cc(/C=N/n2c(C3CCCCC3)n[nH]c2=S)cc(Br)c1O | -6% | -26% | -12% | ? | -17% | 7.9µM*
CCCCCc1nc(N)c(C#N)c(-c2ccco2)c1CCCC | ? | -2% | -6% | / | 0% | 2%
CCOc1nc(-c2ccccc2Cl)nc2ccccc12 | 28% | -4% | -1% | 8% | -15% | 2%
Cc1cc(C)nc(N2CCC(C(=O)N3CCN(c4cc(Cl)ccc4C)CC3)CC2)n1 | / | 0% | 1% | ? | 13µM* | 11%
COCC(C)NC(C(=O)Nc1cccc(C(C)=O)c1)c1ccccc1 (stereo unspecified) | ? | 11% | 6% | ? | 6% | -16%
COc1cccc(CN2CC(C(=O)NCCn3cccn3)CCC2=O)c1 (stereo unspecified) | ? | 7% | -13% | -13% | 4% | -7%
O=C(COC(=O)c1ccccc1C(=O)c1ccc(Cl)c([N+](=O)[O-])c1)NC1CCCCCC1 | -21% | 4% | -24% | / | 13µM* | ?
COc1cc(NC(=O)c2cc(=O)[nH]c3ccc(S(=O)(=O)N4CCOCC4)cc23)cc(OC)c1 | -13% | / | 3% | ? | 8% | -8%
Cc1ccc(NC(=S)N(CCN(C)C)Cc2cc3cc(C)ccc3[nH]c2=O)cc1 | ? | -7% | -9%[57.1 µM] | ? | ? | 0%
CN(CC(=O)Nc1ccccc1Cl)C(=O)c1ccc(N2C(=O)CCC2=O)cc1 | 12% | / | 0% | ? | 8% | -11%
CCOc1ccc(-c2cc(CCCC(=O)NCCC(C)C)no2)cc1 | ? | -3%[11.5 µM] | 12% | 11% | -17% | 1%
CC(NC(=O)C(CC(=O)OC(C)(C)C)NC(=O)OC(C)(C)C)C(N)=O (stereo unspecified) | -2%[5.75 µM] | -1% | -22% | 2% | -15% | 1%
Cc1ccc(C)c(N2CCN(C(=O)Nc3ccc4c(c3)N(C)C(=O)CS4)CC2)c1 | 35%[activator] | 8% | 12% | ? | 10µM* | 1%
